Compound activity from PubChem BioAssay.
CTSL1 counter: Fasciola hepatica cathepsin L1 inhibitors, primary screen, counter-screen for PFM18AAP inhibitor project, biochemical, QFRET, fluorogenic peptide substrate. recombinant F. hepatica cathepsin L1, Z-Leu-Arg-MCA fluorescence. inhibition, % at 5.96 µM. hit rate 0.49% among 300,000;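 active = inhibition above the mean of all tested compounds plus 3 SD, set per screening campaign, cut at about 17% in these data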;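 also: 0% = plate median of test compound wells and 100% = 1 µM Z-Phe-Ala-diazomethylketone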
proCasp7 act: procaspase-7 activators, primary screen, counter-screen for procaspase-3 activator project, biochemical, absorbance, HTS, human. Caspase-7 (Homo sapiens), P55210. AID 463210, 2010. activation, % at 8.5 µM. recombinant procaspase-7, Ac-DEVD-pNA absorbance 405 nm; D23A/D198A/D206A triple mutant, cannot self-cleave; scale: DMSO 0, 5 µM enzyme 100. hit rate 0.093% among 330,000;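 active = percent activation above the screen-wide mean plus 3 SD, cut at about 25% in these data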
Target sequence (P55210 whole entry D23A/D198A/D206A): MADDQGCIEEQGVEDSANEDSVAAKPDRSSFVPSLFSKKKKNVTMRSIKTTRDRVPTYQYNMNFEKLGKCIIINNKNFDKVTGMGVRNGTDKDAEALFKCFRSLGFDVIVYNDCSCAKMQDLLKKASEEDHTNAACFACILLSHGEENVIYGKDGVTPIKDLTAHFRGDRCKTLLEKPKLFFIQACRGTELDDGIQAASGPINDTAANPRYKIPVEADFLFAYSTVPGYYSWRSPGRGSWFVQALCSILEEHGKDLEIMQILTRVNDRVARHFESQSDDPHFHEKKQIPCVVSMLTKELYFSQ
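Assay system: Uncleavable procaspase-7 mutant enzyme | Input: 2 µM procaspase-7 mutant as dispensed | Timing: 1 h compound preincubation, 2 h substrate cleavage, 25 °C | Repeats: One well per compound | Control set: DMSO wells as 0%, DMSO with 5 µM added PC-7 as 100% | Technique: Epi-absorbance of released pNA at 405 nm, two timepoints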
VLA-4 inh: inhibition in human VLA-4 binding assay, primary screen, VLA-4 allosteric modulator project, MLPCN library, flow cytometry, VLA-4 expressing cells; Integrin alpha-4 (Homo sapiens), P13612; ligand binding flow cytometry; inhibition, % (about 7 µM as worked out from the volumes in the protocol); hit rate 0.2% among 330,000; AID 2557, 2010; in the data active = inhibition above about 50%
GASC-1 inh: inhibitors of GASC-1 histone demethylase, primary screen, biochemical, fluorescence, DELFIA europium; Lysine-specific demethylase 4C (Homo sapiens), Q9H3R0; GST-JMJD2C(1-420) H3K9me3 demethylation; inhibition, % at 2.35 µM; hit rate 0.069% among 330,000; AID 2099, 2009;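 active = more than half of a compound's replicate wells show inhibition beyond 50%, single wells judged on their own value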;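 also: signal counts dimethyl H3K9 product captured on neutravidin plate; 0% = median of DMSO wells and 100% = 0.3 times that DMSO median; strong numbers were not always called active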
Target sequence (Q9H3R0 1-420 limits assumed): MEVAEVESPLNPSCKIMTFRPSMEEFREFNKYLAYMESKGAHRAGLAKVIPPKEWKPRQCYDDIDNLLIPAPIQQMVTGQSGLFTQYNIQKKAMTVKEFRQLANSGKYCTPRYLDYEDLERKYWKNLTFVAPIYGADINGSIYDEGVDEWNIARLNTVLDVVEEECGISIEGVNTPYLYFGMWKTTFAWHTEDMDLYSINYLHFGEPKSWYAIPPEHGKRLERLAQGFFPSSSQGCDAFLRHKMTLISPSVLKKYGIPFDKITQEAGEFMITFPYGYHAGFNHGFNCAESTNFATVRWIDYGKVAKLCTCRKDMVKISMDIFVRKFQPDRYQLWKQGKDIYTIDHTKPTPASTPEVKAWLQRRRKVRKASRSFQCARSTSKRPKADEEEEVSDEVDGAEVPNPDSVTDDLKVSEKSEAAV
PP1 counter: PP1-alpha phosphatase inhibitors, primary screen, counter-screen for PP5 inhibitor project, biochemical, fluorescence, OMFP substrate, single point | Serine/threonine-protein phosphatase PP1-alpha catalytic subunit (Homo sapiens), P62136 | purified PP1alpha | inhibition, % at 6.7 µM | hit rate 0.9% among 320,000;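 active = inhibition above the mean inhibition of all tested compounds plus 3 SD, computed separately for each screening campaign, cut at about 15% in these data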
GRK2 inh: compounds blocking aptamer binding on GRK2 – biochemical, human GRK2, bead flow cytometry, HTS, primary screen; Beta-adrenergic receptor kinase 1 (Homo sapiens), P25098; FAM-aptamer displacement from GRK2; inhibition of aptamer binding, % at 10 µM; hit rate 0.59% among 330,000; AID 488847, 2010;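 active = inhibition of aptamer binding above 40%, roughly 3 SD of noise, on plates passing a quality check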;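 also: median bead fluorescence of bound FAM aptamer so fluorescent compounds give negative values; no value below 0 was filed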
PP5 inh: PP5 phosphatase inhibitors, primary screen, biochemical, fluorescence; inhibition, % at 6.7 µM; hit rate 0.18% among 320,000; Serine/threonine-protein phosphatase 5 (Homo sapiens), P53041; purified PP5c, OMFP substrate fluorescence;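 active = inhibition above the campaign's mean inhibition across all tested compounds plus 3 SD, cut at about 9.5% in these data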;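 also: 0% = DMSO only and 100% = 100 µM cantharidin control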
proCasp3 act: activators of human procaspase-3 D3A mutant, primary screen, biochemical, absorbance, PC-3 D3A mutant, single concentration; activation, % at 8.5 µM; hit rate 0.11% among 330,000; recombinant procaspase-3 D3A, Ac-DEVD-pNA absorbance 405 nm;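 active = activation above the mean of all tested compounds plus 3 SD, cut at about 21% in these data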;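 also: 0% = DMSO alone and 100% = DMSO wells spiked with extra 5 µM PC-3 D3A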
Target sequence (P42574 whole entry D9A/D28A/D175A): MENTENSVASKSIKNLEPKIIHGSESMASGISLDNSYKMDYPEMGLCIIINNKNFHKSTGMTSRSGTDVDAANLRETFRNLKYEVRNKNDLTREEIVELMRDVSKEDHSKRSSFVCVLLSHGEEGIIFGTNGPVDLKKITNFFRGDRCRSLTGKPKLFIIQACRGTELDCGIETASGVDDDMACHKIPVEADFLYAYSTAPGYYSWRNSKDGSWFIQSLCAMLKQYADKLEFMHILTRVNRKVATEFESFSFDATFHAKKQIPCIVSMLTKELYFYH
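Technique: 405 nm absorbance of p-nitroaniline, reads at 0 and 120 min; Test system: Procaspase-3 D3A mutant; Incubation: 1 h enzyme-compound preincubation, then 2 h substrate reaction, 25 °C; Repeats: singlicate, each compound tested once; Benchmarks: low control DMSO wells, high control DMSO plus 5 µM PC-3 D3A.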
core dimer inh: inhibitors of HCV core protein dimerization, primary screen, biochemical, TR-FRET, high-throughput; TR-FRET GST/Flag-core106 dimerization, 1536-well; inhibition, % at 5 µM; hit rate 0.33% among 300,000; AID 1899, 2009;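 active = inhibition above the mean of all tested compounds plus 3 SD, set per screening campaign, cut at about 45% in these data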
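System – GST-tagged and Flag-tagged HCV core protein residues 1-106 · Repeats – one well for each compound · Technique – TR-FRET 671 and 617 nm emission · Doses – one concentration, 5 µM, in 0.5% DMSO · Times – 4 h, 22.5 °C incubation · Also added – Eu donor and XL665 acceptor anti-tag antibodies · Measure – percent inhibition of core106 dimerization signal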
* marks the source's active call; other numbers are inactive results; nt = not tested or not shown.

SMILES	CTSL1 counter	proCasp7 act	VLA-4 inh	GASC-1 inh	PP1 counter	GRK2 inh	PP5 inh	proCasp3 act	core dimer inh
O=c1oc2ccccc2c(O)c1Cc1cc(Cl)c2cccnc2c1O	0	2	0	11	16*	3	-1.6	2	4
Cc1cccc(-n2c(SCC(=O)N3CC(=O)Nc4ccccc43)nc3ccccc3c2=O)c1C	-1	4	-1	-4	2	0	0.5	4	20
COc1cccc(C(=O)NC2C(=O)N3C(C(=O)O)=C(COC(C)=O)CSC23)c1 (centres undefined)	nt	-19	-6	3	-3	1	-1.3	-12	nt
Cc1cccc[n+]1CC(=O)Nc1ccc([N+](=O)[O-])cc1Cl	1	0	-2	0	3	0	-1.0	-6	3
Cc1ccc(NC2=NC(c3ccccc3)n3c(nc(C)cc3=O)N2)c(C)c1 (centres undefined)	-5	8	4	-1	2	2	2.8	3	-3
S=c1[nH]nc(C2CC2)n1Cc1ccco1	-2	-3	-1	5	3	2	-1.2	-1	-1
O=C(O)CNC(=O)c1cccc(C(F)(F)F)c1	0	12	-1	-3	1	2	-0.7	-6	5
CCOc1ccc(/C=C/[N+](=O)[O-])c2ccccc12	0	-47	28	5	1	1	0.2	-16	0
CC(NC(=O)c1ccccc1F)C12CC3CC(CC(C3)C1)C2 (centres undefined)	-2	-5	26	nt	0	2	3.2	-5	-14
N#CCC(=O)Nc1nc(-c2ccc3c(c2)OCCO3)cs1	3	-25	8	7	2	1	0.9	-25	10
CCN1C(=O)N[C@@H](c2ccccc2)[C@H](C(=O)OC)[C@H]1C	-1	-10	-7	-2	-4	0	1.4	8	-7
COc1ccc(S(=O)(=O)N2CCC(C(=O)NCC3CC3)CC2)cc1	0	-10	9	-12	-1	2	-0.2	7	4
COc1ccc(/C=C2\SC(=S)N(CCC(=O)Nc3ccccn3)C2=O)cc1OC	-1	4	-6	22	-1	2	-0.1	-1	2
CCC(C)NC(=O)CN1C(=O)CSc2ccc(S(=O)(=O)N3CCCC3)cc21 (centres undefined)	3	5	14	-17	-5	3	-1.6	-1	-14
CSc1ccc(S(=O)(=O)N2CCC(C(=O)NCc3ccncc3)CC2)cc1	-2	1	9	-1	3	0	-2.5	6	-9
CC(C)=C1C(=O)NN(c2ccc(C)c(Cl)c2)C1=O	4	-12	-18	1	0	5	0.7	-18	-11
O=C(NNc1nc2ccccc2s1)Nc1ccc(Cl)c(Cl)c1	-2	-15	2	7	-3	3	-0.3	-7	-6
CCOC(=O)C1CCCN(CC(O)COC(c2ccccc2)c2ccccc2)C1 (centres undefined)	-1	1	17	-15	2	0	2.2	2	-7
O=C(CCNC(=O)c1ccccc1)NCCCc1ccccc1	nt	17	5	nt	-3	4	-1.2	-4	nt
CC(C)c1ccc(S(=O)(=O)N2CCN(C(=O)C3=COCCO3)CC2)cc1	nt	0	3	14	nt	0	nt	3	nt
CC(NC(=O)COc1ccccc1)C(=O)NCc1ccc(S(N)(=O)=O)cc1 (centres undefined)	nt	-11	18	-2	nt	0	nt	0	nt
CCn1c(=O)cc(SCC(=O)NCc2ccc3c(c2)OCO3)c2ccccc21	0	2	-3	-6	-4	2	0.0	11	-1
Cc1csc(NC(=O)CSc2ncc(-c3ccccc3)[nH]2)n1	3	-3	-3	-2	1	0	0.4	0	0
Cn1nnnc1SCC(=O)NNC(=O)c1ccc(Br)cc1	4	-6	4	3	-6	0	-2.2	1	-2
CCOC(=O)N1CCN(S(=O)(=O)c2ccc3[nH]cc(C(=O)O)c(=O)c3c2)CC1	3	4	0	1	1	12	-0.2	-7	-4

3 compounds already listed, arranged by the number in proCasp3 act, falling:
Compound | VLA-4 inh | GASC-1 inh | GRK2 inh | PP5 inh | proCasp3 act | core dimer inh
CCN1C(=O)N[C@@H](c2ccccc2)[C@H](C(=O)OC)[C@H]1C | -7 | -2 | 0 | 1.4 | 8 | -7
CCOC(=O)C1CCCN(CC(O)COC(c2ccccc2)c2ccccc2)C1 (centres undefined) | 17 | -15 | 0 | 2.2 | 2 | -7
O=C(NNc1nc2ccccc2s1)Nc1ccc(Cl)c(Cl)c1 | 2 | 7 | 3 | -0.3 | -7 | -6

Whole records from above. Screens in order: CTSL1 counter | proCasp7 act | VLA-4 inh | GASC-1 inh | PP1 counter | GRK2 inh | PP5 inh | proCasp3 act | core dimer inh
CC(NC(=O)COc1ccccc1)C(=O)NCc1ccc(S(N)(=O)=O)cc1 (centres undefined) as listed: nt | -11 | 18 | -2 | nt | 0 | nt | 0 | nt
CCn1c(=O)cc(SCC(=O)NCc2ccc3c(c2)OCO3)c2ccccc21 as listed: 0 | 2 | -3 | -6 | -4 | 2 | 0.0 | 11 | -1

Further structures follow.
SMILES	CTSL1 counter	proCasp7 act	VLA-4 inh	GASC-1 inh	PP1 counter	GRK2 inh	PP5 inh	proCasp3 act	core dimer inh
O=C(Cc1cc(=O)[nH]c(=O)[nH]1)NCC1CCCO1 (centres undefined)	-1	3	-4	-18	-2	2	-0.5	4	-3
Cc1ccccc1-n1c(SCc2ccccn2)nc2n[nH]c(C)c2c1=N	-2	1	-11	6	-1	0	-2.5	-6	2
CS(=O)(=O)c1ccc2nc(NC(=O)Oc3ccccc3)sc2c1	2	-1	-2	5	1	0	0.3	6	-2
CN1CCN(C(=O)C2CCCN(S(=O)(=O)c3ccccc3)C2)CC1 (centres undefined)	-3	6	8	-7	4	4	2.6	-2	3
CCc1cccc(CN2CCC(CNC(=O)Nc3ccc(Cl)cc3)CC2)c1	5	2	13	11	2	0	-0.7	1	-3
O=C(O)CC12CC3CC(C1)CC(n1ncc(NCc4ccc5c(c4)OCO5)c(Cl)c1=O)(C3)C2	1	-5	-3	3	-1	1	0.9	-8	1
CC(C)NCCOc1cccc(Br)c1	-1	3	10	-11	4	2	1.9	3	2
O=C(c1ccc2nc(-c3ccco3)c(-c3ccco3)nc2c1)N1CCN(c2ncccn2)CC1	8	-17	-24	2	33*	45*	2.2	-7	62*
COc1cc(/C=C/C(=O)OCC(=O)NCc2ccccc2OC)ccc1O	-2	11	22	-34	-3	3	2.9	-9	0
CC(C)(C)c1ccc(C(=O)N2CCC(NC(=O)c3ccccc3)CC2)cc1	-1	-4	7	66	-3	0	-1.4	7	1
COc1ccc(NC(=O)c2ccc(Cl)c(S(=O)(=O)N3CC(C)OC(C)C3)c2)cn1 (centres undefined)	nt	-1	-6	-1	0	21	0.4	2	nt
COCCCN1C(=O)c2[nH]nc(-c3cc(C)cc(C)c3O)c2C1c1ccc(O)c(OC)c1 (centres undefined)	0	1	-6	-9	3	0	1.1	1	1
Cc1ccc(C)c(OCc2nnc(NC(=O)c3ccc4c(c3)OCO4)s2)c1	3	2	12	-1	-6	0	-1.2	4	3
O=C(Nc1ccc2c(c1)OCCO2)C1CCCN(S(=O)(=O)c2cccc3nsnc23)C1 (centres undefined)	-2	9	1	3	-3	1	1.8	0	2
CCOc1ccc(CCN2C(=O)C3C4C=CC(C4)C3C2=O)cc1OCC (centres undefined)	-4	-3	36	-1	-3	3	2.8	-5	5
CCOc1cccc(OCCCCn2cnc3ccccc3c2=O)c1	7	6	7	2	-2	0	1.5	1	2
CS(=O)c1ccccc1-c1nc(-c2cc(C(F)(F)F)cc(C(F)(F)F)c2)no1 (centres undefined)	1	2	8	-9	-6	0	2.9	-4	-1
O=C(C[n+]1cc(-c2ccc(Br)cc2)n2c1CCCCC2)c1ccccc1	8	8	-9	-1	-2	0	-6.3	-7	6
CCOC(=O)C1CCN(C(=O)c2cc(C(C)(C)C)nn2Cc2ccccc2)CC1	-1	1	2	4	-2	0	-0.1	-15	-5
CC1(C)Cc2c(sc(NC(=O)c3ccccc3Cl)c2C(=O)O)CO1	3	0	5	15	-2	0	-2.8	-1	-1
CCCC(=O)Nc1nc2ccc(NC(=O)c3ccc(Br)o3)cc2s1	2	-9	-3	-7	-2	0	-0.6	-4	5
COc1ccc(CNC(=O)CN(C(=O)CCC(=O)Nc2ccccn2)c2cc(C)ccc2C)cc1	-1	4	-1	4	2	1	2.1	-3	-6
O=C(NNc1c2ccccc2nc2ccccc12)C(O)c1ccccc1 (centres undefined)	0	-2	0	0	-1	3	0.6	-5	-13
N#Cc1c(C(F)(F)F)cc(C2CC2)[nH]c1=O	-2	6	3	-8	-5	0	2.6	8	0
COc1ccc(S(=O)(=O)N2CCSC2)cc1C	3	-5	23	3	-4	0	1.1	-8	6

Next results:
SMILES	CTSL1 counter	proCasp7 act	VLA-4 inh	GASC-1 inh	PP1 counter	GRK2 inh	PP5 inh	proCasp3 act	core dimer inh
Cc1ccc(/C=N/N2CCOCC2)s1	-3	0	6	6	-1	1	-1.2	3	-1
Cc1csc(NC(=O)CSc2ncn(-c3ccccc3)n2)n1	1	2	5	2	4	3	2.8	5	7
Cc1ccc(C)c(C(C)NC(=O)Cc2cccs2)c1 (centres undefined)	-1	3	2	2	-9	0	4.6	6	-6
Cc1ccc(NS(=O)(=O)c2ccc3c(c2)NC(=O)CCS3)c(Br)c1	-1	-2	2	-8	7	3	0.8	5	2
Cc1cc(C)nc(SCc2nnc(SCc3ccc([N+](=O)[O-])cc3)n2Cc2ccco2)n1	0	8	19	-3	-5	4	0.5	7	1
COc1cc(NS(=O)(=O)N2CCCC2)cc(OC)c1OC	1	-2	7	-9	-1	1	3.0	1	1
CCOC(=O)c1c(Nc2nc(C)c(C(=O)NC)s2)sc(C)c1C	4	13	-3	0	-4	1	1.3	-3	2
COC(=O)c1sccc1NC(=O)c1ccc(Br)o1	3	-3	12	-10	-1	4	5.0	4	-2
CCOc1ccc(NC(=O)C2C3CC/C=C\CCC32)cc1 (centres undefined)	-2	-1	-2	-6	1	3	2.7	-8	-4
CC(=O)N1[C@@H]2CC3C4CC=C5C[C@@H](O)CC[C@]5(C)C4CC[C@]3(C)[C@@]21C(C)=O (some centres undefined)	9	2	-4	6	-11	2	-0.5	-9	-9
O=C(CCN1CCC(c2ccccc2)C1)c1cccs1 (centres undefined)	5	2	33	6	7	0	1.1	-8	-3
Cc1cc2c(N=O)c(NO)ccc2[nH]1	1	-2	26	8	-2	0	3.4	0	-34
OC1CN=C2Sc3ccccc3N2C1 (centres undefined)	3	8	2	9	1	2	-0.9	8	28
Cc1cc2oc(C(=O)NCCc3ccc(S(N)(=O)=O)cc3)c(C)c2cc1C	4	-8	0	8	5	2	-0.4	2	5
